Bioassay records: PubChem BioAssay, several laboratories
ADAM17 inh: ADAM17 inhibition, QFRET primary screen; P78536; recombinant ADAM17, EDANS/DABCYL FRET peptide cleavage; inhibition, % at 6.95 µM; 0.83% of 370,000 active;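 active = inhibition above the mean of compounds lying between control limits plus 3 SD, set per campaign, cut at about 8.5% in these data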;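 note: 0% = DMSO-only wells as the low control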
MBD2 DNA inh: MBD2-methylated oligo binding inhibition | Q9UBB5 | inhibition, % at 4.4 µM | TR-FRET, MBD2 binding to methylated oligonucleotide | 0.31% of 370,000 active; in the data active = inhibition above about 13%
hcDAF-12 act: activates DAF-12 receptor from parasite H. contortus | activation, % at 6.8 µM | 1.4% of 370,000 active | HEK293 hcDAF-12 lit1-tk-luc reporter, luminescence; 0% DMSO, 100% Δ7-dafachronic acid;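 active = activation above the mean of all tested compounds plus 3 SD, cut at about 5.5% in these data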;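 note: 100% = response to 3 µM Δ7-dafachronic acid high control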
hgDAF12 agonist: activates the H. glycines DAF-12 receptor ligand-binding domain | HEK293 GAL4-hgDAF12 UAS-luciferase reporter, agonist luminescence; normalized to butyrate control | activation, % at 6.8 µM | 1.8% of 370,000 active;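 active = activation above a cutoff set at the mean of all screened compounds plus 3 SD, cut at about 10% in these data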;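 note: 0% = DMSO wells and 100% = sodium butyrate wells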
SMARCA2 act: increases SMARCA2 function in MMTV reporter cells; MG213 cells, MMTV-luciferase reporter, dexamethasone, overnight; activation, % at 9.1 µM; 1% of 370,000 active; in the data active = activation above about 7.8%;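 note: 0% = vehicle wells and 100% = reference activator wells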
PLC-beta3 inh: blocks human PLC-beta3 enzyme activity; 0.18% of 370,000 active; Purified PLC-beta3, fluorogenic substrate, fluorescence; Q01970; inhibition, % at 12.2 µM; in the data active = inhibition above about 11%;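 note: 0% = median of compound wells on plate and 100% = full blocker control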
DAX1 inh-1: inhibitors of human orphan nuclear receptor DAX1 (NR0B1); inhibition, % at 6.75 µM; HEK293 Gal4-DAX1 luciferase reporter, luminescence; P51843; 0.99% of 340,000 active; AID 504766;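 active = inhibition above the mean over all tested compounds plus 3 SD, cut at about 4.2% in these data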;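 note: 0% = DAX1-transfected cells with DMSO and 100% = empty-vector control cells with DMSO; inhibition shows as a rise in luminescence from relieved DAX1 repression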
Target sequence (P51843 207-470 limits assumed): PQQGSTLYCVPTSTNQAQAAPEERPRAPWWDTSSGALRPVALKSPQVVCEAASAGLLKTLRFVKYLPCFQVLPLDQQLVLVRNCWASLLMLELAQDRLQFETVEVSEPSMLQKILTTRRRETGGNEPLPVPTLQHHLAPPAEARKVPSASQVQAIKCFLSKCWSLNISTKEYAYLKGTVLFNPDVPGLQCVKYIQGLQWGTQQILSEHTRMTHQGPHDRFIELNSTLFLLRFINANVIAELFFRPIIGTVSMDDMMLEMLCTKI
DAX1 inh-2: blocks DAX1 repression of SF-1 activated StAR promoter; 1.1% of 370,000 active; HEK293T StAR-luciferase reporter, SF-1/DAX-1 repression relief; inhibition, % at 6.8 µM; AID 652010;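 active = inhibition above the mean over all tested compounds plus 3 SD, cut at about 3.6% in these data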;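 note: 0% = DAX-1 cells with DMSO and 100% = cells lacking DAX-1 with DMSO; higher inhibition means more luminescence from relief of DAX-1 repression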
PLCg1 inh: blocks human PLC-gamma1 enzyme activity | inhibition, % at 12.2 µM | purified PLC-gamma1, fluorogenic substrate, fluorescence | P19174 | 0.84% of 370,000 active; in the data active = inhibition above about 9.5%
ssDAF12 agonist: S. stercoralis DAF-12 activation, primary screen; 1% of 370,000 active; HEK293 ssDAF-12/GRIP1 lit1-tk-luc reporter, luminescence; % of 3 µM dafachronic acid response; activation, % at 6.8 µM; AID 652126;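 active = activation above the mean over all tested compounds plus 3 SD, cut at about 0.9% in these data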;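 note: 0% = DMSO-only wells and 100% = 3 µM delta7-dafachronic acid wells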
NR1D1 modulator: modulates human Rev-erb alpha binding to DNA | activity, % at 10 µM | 0.79% of 370,000 active | Rev-erbα–FITC-DNA binding, fluorescence polarization, 90 min | P20393;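 active = activity above about 14%, limit read from the data; passing the limit was not always enough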;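 note: 0% = DMSO wells with 35 nM protein and 100% = DMSO wells with 750 nM protein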
Target sequence (P20393 whole entry, looked up): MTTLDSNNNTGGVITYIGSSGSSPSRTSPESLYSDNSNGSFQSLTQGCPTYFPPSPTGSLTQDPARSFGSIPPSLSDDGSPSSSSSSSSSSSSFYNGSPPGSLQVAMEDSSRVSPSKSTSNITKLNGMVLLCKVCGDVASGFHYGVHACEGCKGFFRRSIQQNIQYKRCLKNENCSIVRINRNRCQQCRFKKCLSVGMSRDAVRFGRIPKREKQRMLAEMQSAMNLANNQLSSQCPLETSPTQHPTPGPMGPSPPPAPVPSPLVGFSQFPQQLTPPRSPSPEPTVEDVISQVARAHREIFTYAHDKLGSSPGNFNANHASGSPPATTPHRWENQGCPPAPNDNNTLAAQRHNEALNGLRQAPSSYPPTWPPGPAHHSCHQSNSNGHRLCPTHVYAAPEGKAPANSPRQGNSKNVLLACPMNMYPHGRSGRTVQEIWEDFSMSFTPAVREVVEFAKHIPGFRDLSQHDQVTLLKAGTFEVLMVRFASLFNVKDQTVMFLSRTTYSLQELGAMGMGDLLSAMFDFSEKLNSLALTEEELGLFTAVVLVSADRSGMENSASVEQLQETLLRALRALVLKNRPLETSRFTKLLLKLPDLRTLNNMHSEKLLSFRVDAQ
Numbers without * were called inactive; . = no result given.

SMILES | ADAM17 inh | MBD2 DNA inh | hcDAF-12 act | hgDAF12 agonist | SMARCA2 act | PLC-beta3 inh | DAX1 inh-1 | DAX1 inh-2 | PLCg1 inh | ssDAF12 agonist | NR1D1 modulator
CCOC(=O)c1c(O)c2ccccc2n(C)c1=O | -6 | 0 | 3.4 | 2.0 | -2 | -3 | 0.0 | 1.6 | -2 | -0.2 | 3
O=C(COC(=O)c1ccccc1F)Nc1ccc(S(=O)(=O)N2CCOCC2)cc1 | -2 | -5 | 1.4 | -2.3 | 1 | 1 | -0.7 | 0.0 | -3 | -1.0 | -7
COc1ccc(C(=O)NCC(C)NC(=O)c2ccc(OC)cc2)cc1 (centres undefined) | -4 | 4 | -1.5 | 2.5 | -3 | -7 | -1.6 | -0.1 | 0 | -1.6 | 3
O=C1NC2(CCCCO2)CO1 (centres undefined) | -2 | -11 | -0.8 | 0.3 | -1 | 1 | -0.7 | 0.5 | 0 | -0.7 | -3
CCOC(=O)c1c(N2C(=O)Nc3ccccc3N2O)sc2c1CCCCC2 | 3 | -5 | -0.8 | -0.8 | 0 | -25 | -1.7 | -0.2 | -23 | -1.1 | -2
Cc1cc2ncn(-c3ncnc4sc5c(c34)CCCC5)c2cc1C | -2 | -3 | 0.4 | 0.4 | 1 | 2 | . | 0.2 | 8 | -0.3 | 0
CC(C(=O)Nc1ncn[nH]1)N1C(=O)c2ccccc2C1=O (centres undefined) | -5 | 0 | 0.5 | -0.1 | 1 | 1 | 0.1 | 0.0 | 1 | -0.6 | -2
O=C(CCc1ccccc1)NNC(=O)Cc1ccc(Cl)cc1 | -1 | 0 | -0.5 | 3.1 | -4 | -1 | -0.8 | 0.1 | -3 | -0.9 | 0
C/C(=N\OC(=O)NC(C)C)c1sc(-c2ccc(Cl)cc2)nc1C | -3 | -1 | 1.3 | 4.6 | 4 | 2 | 0.1 | 1.3 | 0 | -1.3 | -3
C=CCOc1cccc(/C=N/NC(=O)C(=O)NCc2ccco2)c1 | -6 | 0 | -1.7 | 4.1 | -2 | -4 | 1.8 | 0.7 | -7 | -1.5 | 1
Cn1c(CCNC(=O)c2ccco2)nc2cc(NC(=O)c3ccccc3Cl)ccc21 | -1 | -3 | 0.1 | 2.1 | 0 | -7 | -1.6 | -0.1 | -1 | -0.6 | 3
Cc1ccc(C(=O)COc2ccccc2N2C(=O)c3ccccc3C2=O)cc1 | -1 | 2 | -1.3 | 2.8 | 0 | 2 | 0.6 | 0.1 | -2 | -1.1 | 4
COc1cc(C2/C(=C(\O)c3ccc4c(c3)CC(C)O4)C(=O)C(=O)N2Cc2ccco2)ccc1O (centres undefined) | -1 | 2 | -0.9 | -2.8 | -3 | 1 | 4.2 | 0.3 | -1 | -1.4 | 0
O=C(CCCl)Nc1ccc(S(=O)(=O)NCc2ccco2)cc1 | 2 | -6 | -0.9 | -1.3 | 0 | -2 | 1.1 | -0.4 | 2 | -1.4 | -2
CCC1C(=O)N=C(SCC(=O)Nc2ccc(Br)cn2)NC1=O (centres undefined) | -1 | -1 | 0.6 | 2.5 | 1 | -3 | -1.7 | 0.1 | 2 | -1.3 | 0
COc1ccc(CCNC(=O)CN2C(=O)NC(c3ccccc3)(c3ccccc3)C2=O)cc1 | 3 | -3 | -0.8 | -1.3 | 5 | -4 | 0.1 | -1.0 | 2 | -0.9 | 1
CSc1ccc(/C=N\NC(=O)CC(=O)NC(C)C)cc1 | -10 | -5 | -2.4 | -0.9 | 2 | 0 | 1.1 | -0.2 | -3 | -1.1 | -1
CCC(=O)c1ccc(OCC(=O)OCC(=O)N2CCc3ccccc32)cc1 | -3 | 4 | 2.4 | 3.8 | -2 | -1 | 2.8 | 0.1 | 0 | -0.6 | 5
O=S(=O)(c1ccc2nc(Nc3ccccc3)ccc2c1)N1CCCCC1 | -58 | 11 | 1.3 | -2.0 | -3 | -440 | -0.2 | -1.3 | -331 | -0.7 | -3
COn1c(SCC(=O)N(C)C)nc2ccccc2c1=O | 1 | -3 | -1.3 | 0.7 | 1 | 4 | -0.1 | -0.6 | 4 | -0.6 | -3
Cc1ccc(NC(=O)Cc2c(C(=O)O)n(C)c3ccccc23)cc1F | -5 | -4 | -0.4 | -1.2 | -5 | -5 | . | -0.7 | -2 | -0.8 | 3
O=C(NNS(=O)(=O)c1ccc(Br)cc1)c1ccncc1 | 2 | -5 | -0.5 | 1.9 | 3 | -2 | -0.4 | 1.2 | 0 | -0.7 | 1
CC(C)(C)[C@H](NC(=O)c1ccc(N)c(Cl)c1)C(=O)N1CCC[C@H]1C(=O)N[C@H](C#N)CC(=O)O | -1 | 4 | -2.8 | 2.4 | -7 | -2 | . | -0.7 | 0 | -0.3 | 2
CC(C)[C@H](NC(=O)N1CCn2c1nc1ccccc12)C(=O)NCC1CCCO1 (some centres undefined) | -1 | 4 | 0.9 | -0.6 | -1 | 0 | 0.0 | -1.4 | 2 | -0.9 | 9
N#Cc1c(NC(=O)c2cccc(S(=O)(=O)Nc3ccc(C(=O)O)cc3)c2)sc2c1CCCC2 | 4 | -2 | 0.4 | 0.5 | 0 | -39 | -1.5 | -0.2 | -19 | -0.9 | -4
COc1cccc(C(O)c2nc(-c3cccc(NC(C)=O)c3)cs2)c1 (centres undefined) | -1 | -2 | -0.3 | 4.4 | 1 | 1 | . | -0.1 | 0 | -0.7 | 1
CCN(C[C@H]1N[C@@](Cc2ccccc2)(C(=O)OC)[C@H]2C(=O)N(C)C(=O)[C@@H]12)C(=O)Nc1ccc(C)cc1 | -4 | 2 | 0.0 | -0.2 | -1 | -1 | -1.5 | 0.4 | 1 | -0.3 | -2
O=C(CSc1nc2ccccc2c(=O)n1-c1ccc(F)cc1)Nc1ccc(N2CCOCC2)cc1 | -3 | -4 | -0.1 | 3.2 | 0 | 3 | -0.7 | -1.1 | -1 | -1.7 | -5
CCCNc1cc(C)c(C#N)c2nc3ccccc3n12 | -107 | 2 | -0.7 | -1.2 | 0 | -156 | 0.6 | -0.5 | -115 | -1.5 | 13
CC(=O)Nc1ccc(S(=O)(=O)NCCC(=O)Nc2cc(C)ccn2)cc1 | -4 | -1 | 0.9 | 2.4 | -2 | -6 | 1.1 | 2.2 | -1 | -0.9 | -5
CCCCNC(=O)NNC(=O)c1cc(C)on1 | -4 | -1 | 1.4 | 3.0 | 2 | -6 | 2.4 | 0.3 | 1 | -1.5 | 6
Cc1nnc(SCC(=O)Nc2cccc(Br)c2)s1 | -11 | 6 | -0.4 | 1.4 | 0 | -6 | 0.0 | 0.7 | 1 | 0.6 | -1
COc1ccc2c(CC(=O)OCC(=O)Nc3ccc(C)cc3)coc2c1 | -2 | 1 | -0.3 | 0.8 | 0 | -13 | -0.2 | -1.2 | -11 | -1.0 | 1
O=C(O)/C=C/C(=O)Nc1ccc(Cl)cc1C(=O)c1ccccc1 | -2 | -4 | 1.2 | -0.1 | 4 | -31 | -0.8 | -0.3 | -14 | -1.3 | -1
CCN(CC)CCCC1(CN)OCCc2ccccc21 (centres undefined) | -3 | 2 | -1.9 | 0.4 | 1 | -2 | 3.4 | 0.2 | 0 | -1.2 | 3
O=c1c(-c2ccccc2)nc2ccccc2n1C(c1ccccn1)c1nc2ccccc2[nH]1 (centres undefined) | -87 | -1 | -0.6 | 0.3 | 1 | -91 | . | 1.9 | -68 | -0.9 | -1
O=[N+]([O-])c1ccccc1OCCCn1cnc2ccccc21 | -5 | -7 | 0.2 | 17* | 6 | -4 | 2.2 | 5.5* | 1 | -0.9 | -1
CNC(=O)NNC(=O)c1csc(Cc2c(Cl)sc3ccc(Cl)cc23)n1 | 3 | -9 | -1.0 | -1.1 | -5 | -5 | 1.8 | 0.2 | 6 | 0.1 | -4
Clc1ncc2[nH]cnc2n1 | -2 | 2 | -2.1 | 1.0 | 1 | 0 | -1.0 | 0.2 | 0 | -1.0 | -1
COc1ccc(-c2cc3c(c4c2ccn4C)C2CCC3C2)cc1 (centres undefined) | -5 | -5 | -1.8 | 0.3 | -6 | -29 | . | -1.2 | -15 | -1.4 | -8
CCc1ccccc1NC(=S)NCc1cccn1C | 1 | -3 | -1.6 | 0.6 | 0 | -9 | -0.1 | 0.1 | -7 | -0.9 | 3
CCOC(=O)c1c(NS(=O)(=O)c2ccc(Br)cc2)sc2c1CCC2 | 2 | -2 | -0.4 | -1.8 | 4 | -16 | -0.4 | -0.7 | -10 | -0.8 | -4
CCOC(=O)c1[nH]c2ccccc2c1NC(=O)c1ccc(S(=O)(=O)N2CCCC2)cc1 | -15 | -3 | -1.1 | -2.1 | -1 | -2 | 0.3 | -0.1 | -4 | -0.8 | -5
COCCn1c(C)cc(C(=O)CSc2n[nH]c(N)n2)c1C | -4 | 4 | 1.3 | 1.7 | 1 | -21 | -0.1 | 0.9 | -1 | -0.7 | -7
O=C(NC1CCCCN(Cc2cccc(Cl)c2)C1=O)c1ccc(COc2ccccc2)cc1 (centres undefined) | 10* | -3 | -5.9 | -5.5 | -7 | 2 | . | -3.7 | 2 | -1.9 | 7
CCOc1ccc(NC(=O)COC(=O)C2CCC(=O)N2)c([N+](=O)[O-])c1 (centres undefined) | -1 | -2 | 3.9 | 5.0 | -2 | -7 | -0.7 | -2.9 | 5 | -0.4 | 2
Cn1c(=O)c2c(n(Cc3ccccc3)c1=O)NC(=O)C2CC(=O)NCc1cccc(Cl)c1 (centres undefined) | -1 | -2 | -0.4 | -1.3 | -2 | 0 | 0.7 | -1.1 | -1 | -1.2 | -1
COc1cccc(C(=O)Nc2ccc(S(=O)(=O)N3CCN(C)CC3)cc2)c1 | -5 | -3 | -0.6 | -0.8 | -3 | -7 | 1.0 | -0.1 | -2 | -1.1 | -7
CCOc1ccc2nc(SCc3ccc(F)cc3)sc2c1 | 4 | 2 | -0.2 | 2.7 | 1 | 7 | 0.5 | -0.4 | 4 | -1.1 | -4
CCOC(=O)[C@]12CCCC=C1N(CCCOC)C(=O)[C@@H]2CC(=O)NCCCCc1ccccc1 | -1 | -6 | -2.5 | 1.2 | -2 | 0 | . | -0.9 | 4 | -1.1 | 0
COc1cc(OC)cc(C2=Cc3ccccc3C(CC(C)=O)N2c2ccc(-c3cncnc3)cc2)c1 (centres undefined) | -3 | 3 | 1.5 | -1.2 | 0 | -13 | . | -0.9 | -7 | -0.6 | 3
CC(C)CN1CCC(CN(C)Cc2nc(-c3cnccn3)no2)CC1 | -5 | -1 | -1.2 | 3.2 | -1 | -4 | 0.8 | 0.4 | -8 | -0.6 | 2
O=C(Nc1ccccc1Cl)NC1(C(=O)N2CCCCC2)CCCCC1 | 2 | 9 | -0.9 | 2.2 | 0 | 2 | 0.3 | -0.2 | -1 | -1.3 | 1

Another view of some results above.
The line under a structure holds: ADAM17 inh, MBD2 DNA inh, hcDAF-12 act, hgDAF12 agonist, SMARCA2 act, PLC-beta3 inh, DAX1 inh-1, DAX1 inh-2, PLCg1 inh, ssDAF12 agonist, NR1D1 modulator
- CC(C)CN1CCC(CN(C)Cc2nc(-c3cnccn3)no2)CC1
 : -5, -1, -1.2, 3.2, -1, -4, 0.8, 0.4, -8, -0.6, 2
- O=C(Nc1ccccc1Cl)NC1(C(=O)N2CCCCC2)CCCCC1
 : 2, 9, -0.9, 2.2, 0, 2, 0.3, -0.2, -1, -1.3, 1
